Assay outcomes as filed in PubChem.
HT1080 IDH1KD tx = toxicity to HT-1080 IDH1 knockdown cells (counter line). HT-1080 IDH1 knockdown viability, ATP luminescence, 48 h. Potency, µM (highest dose often 46.1 µM), without a hit: top-dose activity, negative = toxicity, actives largely listed as cytotoxic. hit rate 2% among 360,000;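 also: potency is read from the fitted curve at half-maximal effect; 0% = DMSO wells and -100% = cell-free medium wells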
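In this qHTS, HT-1080 cells depleted of IDH1 are exposed for 48 h at 37 °C to compound titrations. Toxicity is scored from CellTiter-Glo luminescence, with DMSO as full viability and medium alone as none.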
KB-V1 cytotox = KB-V1 MDR subline cytotoxicity; KB-V1 MDR cells viability, CellTiter-Glo, 72 h; Potency, µM (doses to about 46.1 µM), without a hit: at the highest dose activity change, negative = cytotoxicity, hits mostly cytotoxic; hit rate 3.4% among 400,000; also: potency is read from the fitted curve at half-maximal effect; % is scaled to controls: 0 for no effect and ±100 for the full control effect; nearly all actives have a fitted effect of over 60% in size
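Cytotoxicity via CellTiter-Glo luminescence after 72 h compound exposure at 37 degrees C. Cells: drug-selected KB-V1 line, DMEM phenol-red free plus 10% FBS. Compounds tested at multiple concentrations; normalized data fitted to concentration-effect curves.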
HT1080-NT tox = kills 2HG-producing HT-1080-NT fibrosarcoma cells. HT-1080-NT fibrosarcoma viability, CellTiter-Glo ATP luminescence, 48 h. Potency, µM (titrated, usually from 46.1 µM), for inactives: at the highest dose activity, negative = less viability, hits mostly cytotoxic. hit rate 1.6% among 360,000;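 also: NT is the 2HG producing partner of a matched IDH1 knockdown line; potency is read from the fitted curve at half-maximal effect; 0% = DMSO-treated cells and -100% = media-only wells without cells; nearly all actives have a fitted effect of over 55% in size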
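Compounds were tested in concentration-response format on HT-1080-NT cells for 48 hours at 37 degrees C. Cell viability came from CellTiter-Glo luminescence; curves were classified by r2, response magnitude and activity.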
SW480 rerep = DNA re-replication induction in SW480 cells; hit rate 1.8% among 340,000; SW480 DNA re-replication, Hoechst DNA content imaging, 48 h; Potency, µM (titrated, usually from 46.1 µM), for inactives: at the highest dose re-replication activation, most hits filed as activators; also: potency is read from the fitted curve at half-maximal effect; % of control where 0% means no effect; nearly all actives have a fitted effect of over 55% in size
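DNA re-replication was detected as more nuclei of elevated Hoechst intensity after 48 hr exposure to compound (23 nL pinned per well of 250 cells).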
IL1B secr inh = inflammasome signaling inhibition, IL-1 beta readout. THP-1 LPS/ATP IL-1B secretion, AlphaLISA, 16 h; hits give low values. activity change, % at 57.5 µM. hit rate 4.7% among 360,000. AID 743279; in the data active = activity change below about -50%; inconclusive = mostly about -30% to -49%; also: % is scaled to controls: 0 for no effect and ±100 for the full control effect
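THP-1 cells pretreated 1 hr with compounds (up to 57.5 uM final), then stimulated with LPS (250 ng/mL final) plus ATP (1.25 mM final); secreted IL-1B measured by AlphaLISA after 16 hr, decreased signal indicating inhibition.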
ATXN2 expr inh = ATXN2 expression inhibition | HEK-293 ATXN2-luciferase reporter, luminescence, 24 h | AID 1745845 | Potency, µM (titrated, usually from 57 µM), for the others: top-dose activity change, negative = inhibition, usual class: inhibitors | hit rate 0.72% among 360,000; also: potency is read from the fitted curve at half-maximal effect; % is scaled to controls: 0 for no effect and ±100 for the full control effect; nearly all actives have a fitted effect of over 55% in size
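ATXN2-luciferase reporter cells (luciferase flanked by upstream and downstream ATXN2 gene portions) were treated 24 h at 37 °C with compounds at up to 57 uM. SteadyGlo luminescence gave expression; GF-AFC fluorescence gave viability.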
MCF10A rereplic = inducers of DNA re-replication in MCF 10A breast cells; MCF 10A DNA re-replication, Hoechst nuclear intensity, 48 h; Potency, µM (series often up to 46.1 µM), inactives show top-dose activity, positive = re-replication, usual class: activators; hit rate 2.9% among 350,000; also: potency is read from the fitted curve at half-maximal effect; % of control where 0% means no effect; nearly all actives have a fitted effect of over 50% in size
WRN helicase inh = blocks human WRN helicase; Q14191; WRN helicase unwinding, fluorescent forked duplex, kinetic; Potency, µM (highest dose often 114 µM), without a hit: at the top dose activity change, negative = inhibition, most hits filed as inhibitors; hit rate 0.46% among 360,000; AID 651768; also: potency is read from the fitted curve at half-maximal effect; % is scaled to controls: 0 for no effect and ±100 for the full control effect; nearly all actives have a fitted effect of over 55% in size
Target sequence (Q14191 whole entry, looked up): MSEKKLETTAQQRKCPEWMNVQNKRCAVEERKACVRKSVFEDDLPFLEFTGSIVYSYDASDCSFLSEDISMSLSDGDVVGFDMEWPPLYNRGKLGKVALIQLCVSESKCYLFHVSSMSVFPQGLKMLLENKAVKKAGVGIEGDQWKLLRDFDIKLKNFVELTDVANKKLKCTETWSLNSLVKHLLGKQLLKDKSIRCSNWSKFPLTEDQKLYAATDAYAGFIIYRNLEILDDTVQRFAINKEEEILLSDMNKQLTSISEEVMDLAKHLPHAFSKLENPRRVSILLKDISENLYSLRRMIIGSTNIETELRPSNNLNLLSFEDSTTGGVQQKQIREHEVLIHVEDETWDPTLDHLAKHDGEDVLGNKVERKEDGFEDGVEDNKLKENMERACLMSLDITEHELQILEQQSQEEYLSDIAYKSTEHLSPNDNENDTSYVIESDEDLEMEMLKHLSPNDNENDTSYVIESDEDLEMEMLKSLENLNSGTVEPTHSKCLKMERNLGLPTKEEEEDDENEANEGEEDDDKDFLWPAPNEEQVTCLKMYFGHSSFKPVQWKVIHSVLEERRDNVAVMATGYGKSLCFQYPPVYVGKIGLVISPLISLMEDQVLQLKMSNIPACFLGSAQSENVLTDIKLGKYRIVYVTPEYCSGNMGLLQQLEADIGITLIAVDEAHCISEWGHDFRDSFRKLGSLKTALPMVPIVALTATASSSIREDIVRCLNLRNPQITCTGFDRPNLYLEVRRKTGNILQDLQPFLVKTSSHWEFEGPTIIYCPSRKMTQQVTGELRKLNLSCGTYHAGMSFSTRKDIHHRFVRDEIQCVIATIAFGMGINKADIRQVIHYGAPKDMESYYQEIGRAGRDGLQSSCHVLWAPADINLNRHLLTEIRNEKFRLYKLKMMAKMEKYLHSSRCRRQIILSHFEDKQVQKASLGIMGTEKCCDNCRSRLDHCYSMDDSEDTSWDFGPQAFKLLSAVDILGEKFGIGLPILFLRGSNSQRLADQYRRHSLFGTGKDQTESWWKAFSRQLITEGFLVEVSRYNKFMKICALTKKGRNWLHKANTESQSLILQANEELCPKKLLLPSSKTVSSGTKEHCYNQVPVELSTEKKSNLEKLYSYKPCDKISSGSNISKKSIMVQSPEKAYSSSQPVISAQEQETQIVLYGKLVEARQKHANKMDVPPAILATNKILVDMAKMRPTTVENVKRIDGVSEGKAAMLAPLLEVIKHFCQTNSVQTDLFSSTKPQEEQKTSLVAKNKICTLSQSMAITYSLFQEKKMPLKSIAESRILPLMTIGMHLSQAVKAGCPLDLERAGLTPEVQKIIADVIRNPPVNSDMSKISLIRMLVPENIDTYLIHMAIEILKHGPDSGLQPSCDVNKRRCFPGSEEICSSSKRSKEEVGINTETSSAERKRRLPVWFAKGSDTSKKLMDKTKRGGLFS
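Enzyme (20 nM final) and test compound sit together 15 min at room temperature before substrate addition. Substrate is a single-forked duplex oligonucleotide (100 nM) labelled with fluorophore and quencher, with 2 mM ATP; helicase unwinding raises red fluorescence, read kinetically.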
KB-3-1 cytotox = kills parental KB-3-1 adenocarcinoma cells. KB-3-1 viability, CellTiter-Glo ATP luminescence, 72 h. Potency, µM (titrated, usually from 46.1 µM), inactives show at the highest dose activity change, negative = cytotoxic, most hits filed as cytotoxic. hit rate 1.4% among 400,000. AID 1347075; also: potency is read from the fitted curve at half-maximal effect; % is scaled to controls: 0 for no effect and ±100 for the full control effect; nearly all actives have a fitted effect of over 60% in size
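Parental KB-3-1 adenocarcinoma cells in phenol-red-free DMEM with 10% FBS were pin-treated with compounds at several concentrations, incubated 72 h at 37 °C, and viability read by CellTiter-Glo luminescence; concentration-effect curves were fitted after normalization.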
* = called active by the depositor; ? = inconclusive; . = no result given; [ ] = another dose, or the depositor's remark. Unless noted, calls follow the shape of the dose curve; as a rule, active = well fitted curve in the direction sought with a large enough effect; inconclusive = small, poorly fitted or top-dose-only effect, or another doubt; inactive = no such curve, though single readings can be large; an effect the other way counts as inactive or inconclusive.

Preview:
SMILES	HT1080 IDH1KD tx	KB-V1 cytotox	HT1080-NT tox	SW480 rerep	IL1B secr inh	ATXN2 expr inh	MCF10A rereplic	WRN helicase inh	KB-3-1 cytotox
CSCCC(NS(=O)(=O)c1ccc(C)cc1)C(=O)NCC(C)(C)N1CCOCC1 (configuration not stated)	9%	16%	-1%	-9%	-5	.	0%	-1%	4%
CC(C)(C)c1ccc(S(=O)(=O)N2CCCC2C(=O)N2CCOCC2)cc1 (configuration not stated)	10%	-1%	4%	-1%	-9	9%	3%	-9%	1%
CC1(C)CC(=O)C2=C(C1)NC(=O)CC2c1ccc(N(CCC#N)CCC#N)cc1 (configuration not stated)	13%	8%	-4%	-4%	6	-7%	2%	-8%	10%
CCN(Cc1ccccc1)C(=O)COC(=O)c1cc(Cl)nc(Cl)c1	1%	2%	0%	-1%	19	-21%	2%	-3%	-2%
Nc1nc2nonc2nc1N1CCCCC1	5%[9.24 µM]	-5%	9%	-5%	44	3%	0%	-4%	-1%

This part in full, previewed entries included:
SMILES	HT1080 IDH1KD tx	KB-V1 cytotox	HT1080-NT tox	SW480 rerep	IL1B secr inh	ATXN2 expr inh	MCF10A rereplic	WRN helicase inh	KB-3-1 cytotox
CSCCC(NS(=O)(=O)c1ccc(C)cc1)C(=O)NCC(C)(C)N1CCOCC1 (configuration not stated)	9%	16%	-1%	-9%	-5	.	0%	-1%	4%
CC(C)(C)c1ccc(S(=O)(=O)N2CCCC2C(=O)N2CCOCC2)cc1 (configuration not stated)	10%	-1%	4%	-1%	-9	9%	3%	-9%	1%
CC1(C)CC(=O)C2=C(C1)NC(=O)CC2c1ccc(N(CCC#N)CCC#N)cc1 (configuration not stated)	13%	8%	-4%	-4%	6	-7%	2%	-8%	10%
CCN(Cc1ccccc1)C(=O)COC(=O)c1cc(Cl)nc(Cl)c1	1%	2%	0%	-1%	19	-21%	2%	-3%	-2%
Nc1nc2nonc2nc1N1CCCCC1	5%[9.24 µM]	-5%	9%	-5%	44	3%	0%	-4%	-1%
CC(C)CC(=O)NC(NC(=O)CC(C)C)c1cccc([N+](=O)[O-])c1	-4%	1%	7%	-20%	0	-8%	0%	-5%	10%
O=C1c2ccccc2C(=O)N1CCC(=O)N1CCCc2ccccc21	10%	8%	-3%	-11%	13	7%	-4%	1%	5%
O=C(Nc1ccnn1C1CCN(CCCC2CCCC2)CC1)c1ccccc1	?	-15%	?	2%	?	-15%	1%	-12%	-22%
COc1ccc([C@H]2CC(=O)C=C(c3ccc(Cl)c(C(F)(F)F)c3)C2)cc1	-4%	-2%	12%	0%	0	-2%	-1%	-8%	-7%
O=C(COC(=O)c1c[nH]c2ccccc12)Nc1ccc([N+](=O)[O-])cc1	0%	12%	-4%	0%	35	10%	4%	0%	15%
CCc1cccc(NC(=O)CCS(=O)(=O)c2cc3c(cc2C)NC(=O)CO3)c1	8%	1%	12%	0%	11	8%	1%	7%	14%
CC(C)C(OC(=O)c1cc2c(s1)CCCCC2)C(=O)NC(N)=O (configuration not stated)	8%	?	8%	.	0	2%	-4%	-18%	8%
CCCCNC(=S)N(CCCO)Cc1cc2cc3c(cc2[nH]c1=O)OCCO3	-5%	24%	-13%	-36%[inhibitor]	-19	-10%	-8%	-26%	-11%
CCOc1ccc(NC(=O)CN(C)C(=O)c2ccc(C)c(S(=O)(=O)N3CCCCC3)c2)cc1OCC	-20%	-5%	-1%	-17%	7	6%	0%	0%	19%
CC(=O)c1ccc(OCc2cc(C(=O)NC(C)c3cnn(C)c3)no2)cc1 (configuration not stated)	4%	14%	-5%	12%	9	55%[activator]	4%	8%	25%
Cn1cccc1/C=N/NC(=O)CNc1ccc2ccccc2c1	-3%	1%	-19%	-7%	.	-9%	?	-6%	11%
Cc1c(Cl)cccc1N=C1SCCN1C(=O)CN1C(=O)NC2(CCCC2)C1=O	?	-29%	-11%	23%	-14	?	?	-3%	0%
O=C(O)Cc1c[nH]c2cccc(O)c12	1%	23%	2%	-2%	14	8%	-13%	?	0%
COc1ccc2oc(C(=O)OC(C)C(=O)N3C(C)CCCC3C)c(C)c2c1 (configuration not stated)	-16%	-1%	0%	1%	7	-28%	?	1%	-22%
CCCCN(C=O)c1c(CC)nc2ccc(C(=O)N3CCCCC3)cn12	2%	-24%	17%	.	-2	0%	.	-2%	-2%
O=C1C=C(c2ccc3[nH]ccc3c2)C[C@@H](c2ccc(F)cc2)C1	-18%	-14%	-3%	2%	-6	-29%	21µM*	-2%	?
COc1cccc2cc(C(=O)NCc3ccccc3Cl)c(=O)oc12	4%	?	18%	-4%	2	19%	-1%	-2%	-2%
Cc1scc(C(=O)NNC(=S)NCC2CCCO2)c1-c1ccccc1 (configuration not stated)	11%	?	17%	0%	-2	-1%	-1%	3%	-5%
Cc1csc(NC(=O)c2cccc(Cn3nc(C)c(Br)c3C)c2)n1	?	?	?	7%	-16	?	-1%	-12%	-11%
CC(=O)OC[C@@H]1CN(Cc2ccccc2)C[C@H](n2cnc3c(NC4CCCC4)ncnc32)O1	28%	-7%	-2%	.	6	6%	.	6%	0%
CCC(C)(C)n1nnnc1C(C(C)C)N(CCCO)Cc1cc2cc(C)ccc2[nH]c1=O (configuration not stated)	-13%	?	-15%	6%	0	-3%	0%	-16%[57.1 µM]	-1%
CCc1ccc(C(=O)NN(C(=O)c2ccc(CC)cc2)C(C)(C)C)cc1	-1%	7.3µM*	3%	?	0	-7%	-46%[inhibitor]	3%	?
S=C(NCCc1ccccc1)N/N=C/c1cccc(Cl)c1Cl	24%	7%	8%	-1%	0	2%	?	-8%	-2%
COc1ccc(C(=O)N(C)Cc2ccon2)cc1OC1CCN(C(C)C)CC1	19%	6%	14%	-2%	-3	4%	-2%	-6%	-1%
Cc1ccc(NC(=O)c2sc(=S)n(-c3cc(C)ccc3F)c2N)cc1	3%	10%	6%	-5%	-21	-14%[11.3 µM]	-1%	-3%	18%
CC1CCC(NC(=O)C2c3ccccc3C(=O)N2Cc2cccs2)CC1 (configuration not stated)	19%	3.7µM*	7%	1%	-2	2%	-1%	2%	-10%
COc1cccc(NC(=O)Cn2c3ccc(OC)cc3c3nc4n(c(=O)c32)CCS4)c1	0%	2%	6%	-2%	-9	.	?	-7%	1%
COc1ccc2nc(C)cc(NCc3cccc(C(F)(F)F)c3)c2c1	16µM*	?	23µM*	23µM*	-96*	?	21µM*	-11%	-4%
CCN1CCN(C(=O)C2CCN(S(=O)(=O)c3ccc4c(c3)NC(=O)C(C)S4)CC2)CC1 (configuration not stated)	11%	7%	1%	-11%	16	-5%	-1%	1%	7%
Cc1occc1-c1nnc(SCC(=O)N2CCCC(C)C2)o1 (configuration not stated)	26%	-6%	7%	-5%	-10	4%	1%	-10%	14%
CC(=O)c1ccc(OC(=O)c2nc(-c3ccccc3)oc2C)cc1	-5%	10%	2%	-3%	9	27%	-4%	-23%	5%
O=C(NCCc1ccccc1)C1CC(=O)N(CCc2ccccc2)C1 (configuration not stated)	-2%	10%	6%	1%	23	6%	-5%	-2%	19%
Cc1cc(Br)ccc1NC(=S)NCCc1ccccc1	-11%	-1%	-16%	17%	-15	-18%	0%	0%	3%
COc1ccc([C@H]2CC(=O)C=C(c3cc(C)ccc3OC)C2)cc1	?	5.8µM*	?	16µM*	-8	-23%	?	-7%	21µM*
O=c1oc2ccccc2nc1/C=C(\O)c1ccccc1	-5%	-24%	-6%	-9%	39	.	2%	-5%[11.6 µM]	1%
Cc1cc(C)cc(OCC(=O)Nc2cccc(-c3nc4ncccc4o3)c2)c1	11%	?	11%	-1%	?	-4%	4%	1%	-18%
O=C(Cc1cccs1)NCCS(=O)(=O)N1CCN(c2ccccc2)CC1	0%	-9%	-7%	.	0	.	.	0%	-1%
CCCC(=O)N1CCCC1(C)C(=O)NCc1ccc(SC)cc1 (configuration not stated)	3%	1%	9%	.	8	11%	.	-1%	0%
O=C(CCl)NN1C(=O)NC2(CCCCC2)C1=O	-3%	?	-20%	-4%	0	11%	4%	2%	-10%
CC1=CCC2([N+](=O)[O-])CN(CC(=O)O)CC1([N+](=O)[O-])C2 (configuration not stated)	6%	16%	12%	-5%	0	-2%	-3%	-33%[57.1 µM]	12%
COCCCNC(=O)/C(C#N)=C/c1ccc(OCC(=O)O)c(OC)c1	?	0%	12%	-7%	-3	0%	-6%	?	9%
O=[N+]([O-])c1ccc(OCCCOc2cccc3cccnc23)cc1	1%	-11%	-1%	-1%	-15	-1%	15%	0%	-4%
O=C(N/N=C/c1cn(-c2cccs2)nc1-c1ccccc1)c1ccccc1Br	-29%	-8%	-15%	0%	?	35%	0%	?	0%

2 entries drawn at random from the list so far, as already listed:
SMILES	HT1080 IDH1KD tx	KB-V1 cytotox	HT1080-NT tox	SW480 rerep	IL1B secr inh	ATXN2 expr inh	MCF10A rereplic	WRN helicase inh	KB-3-1 cytotox
O=[N+]([O-])c1ccc(OCCCOc2cccc3cccnc23)cc1	1%	-11%	-1%	-1%	-15	-1%	15%	0%	-4%
O=c1oc2ccccc2nc1/C=C(\O)c1ccccc1	-5%	-24%	-6%	-9%	39	.	2%	-5%[11.6 µM]	1%
